High-throughput results as filed in PubChem.
D3 ag: activates the human D3 dopamine receptor. D3R DiscoveRx beta-arrestin cells, luminescence, 90 min. actives 0.58% (n = 410,000). max activation, %; in the data active means max activation above about 30%; further: 0% is about no effect; mostly tested at two doses, the higher about 12 µM
Target sequence (P35462 whole entry, looked up): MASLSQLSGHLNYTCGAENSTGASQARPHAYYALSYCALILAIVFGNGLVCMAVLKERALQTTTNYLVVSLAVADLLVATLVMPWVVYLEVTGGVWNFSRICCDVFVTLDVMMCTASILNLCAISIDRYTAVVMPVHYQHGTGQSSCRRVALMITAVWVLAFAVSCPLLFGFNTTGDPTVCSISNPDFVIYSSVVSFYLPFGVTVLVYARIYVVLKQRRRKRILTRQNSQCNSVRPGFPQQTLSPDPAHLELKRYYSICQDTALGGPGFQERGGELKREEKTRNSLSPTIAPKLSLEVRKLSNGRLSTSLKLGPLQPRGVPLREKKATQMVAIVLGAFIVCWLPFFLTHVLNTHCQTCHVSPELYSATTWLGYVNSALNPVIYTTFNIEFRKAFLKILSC
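Agonist mode: compounds and dopamine controls were applied to plated cells for 90 min at 37 degrees C after an overnight attachment at 1500 cells/well. Luminescent read-out followed 30 - 60 minutes at room temperature with DiscoveRx detection reagent.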
FUS suppressor: FUS proteinopathy suppression in yeast. actives 0.24% (n = 390,000). Potency, µM (top dose mostly 76.6 µM), for the others: at the top dose growth rescue (activation), usual class: activators. S. cerevisiae FUS-expressing, growth rescue, OD600, 24 h. AID 1347120;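 further: potency means the concentration at half of the fitted maximal effect; plate controls were DMSO vehicle for no effect and reference control for full effect; nearly all actives have a fitted effect of over 55% in size; some results filed as inactive show a strong effect at the top dose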
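Toxicity suppression screen in FUS-yeast. Cells induced with 2% galactose, starting OD 0.005, treated 24hr at 30C with compounds at multiple final concentrations; growth by OD600.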
EPAC2 agonist: agonists of human EPAC2 (RAPGEF4); Q8WZA2; actives 0.079% (n = 360,000); EPAC2 activation, biochemical qHTS; response scale: 100% = 6.5 mM cAMP response; Potency, µM (doses to about 154 µM), inactives show at the top dose activation, usual class: activators; further: potency means the concentration at half of the fitted maximal effect; nearly all actives have a fitted effect of over 50% in size
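Guanine nucleotide exchange by EPAC2 is measured as reduced fluorescence of BODIPY-GDP once it is released from 250 nM Rap1B. Plates are read kinetically for 30 min at room temperature; results are scaled to 6.5 mM cAMP.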
EPAC2 antagonist: EPAC2 (human) antagonism; Q8WZA2; EPAC2 GEF exchange of Rap1B-BODIPY-GDP, fluorescence; Potency, µM (series often up to 114 µM), for inactives: at the highest dose activity, negative = inhibition, usual class: inhibitors; actives 0.18% (n = 360,000); further: potency means the concentration at half of the fitted maximal effect; on the % scale 0 is the no-effect control and ±100 the full control effect; nearly all actives have a fitted effect of over 45% in size; many of its hits are not listed in these tables
TDP43 rescue: inhibitors of TDP-43 toxicity in yeast; TDP-43 expressing yeast growth rescue, BacTiter-Glo, 24 h; actives 1.8% (n = 410,000); AID 652104; Potency, µM (series often up to 46.1 µM), inactives show at the top dose growth rescue (activation), usual class: activators; further: potency means the concentration at half of the fitted maximal effect; % of control where 0% means no effect; nearly all actives have a fitted effect of over 50% in size
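Readout is BacTiter-Glo luminescence of cell growth, so inhibitors register as activators. TDP-43-expressing yeast at OD600=0.02 in galactose medium, after raffinose pregrowth to mid-log, were incubated with compound for 24 hr at 30 deg C.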
D3 antag: blocks the human D3 dopamine receptor; AID 652054; actives 2.5% (n = 360,000); max response, negative = inhibition, %; D3R cells, DiscoveRx beta-arrestin luminescence, antagonist mode; hits give low values; in the data active means max response below about -50%; inconclusive means no clear call, values can overlap the other calls; further: on the % scale 0 is the no-effect control and ±100 the full control effect; mostly tested at two doses, the higher about 12 µM
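Cells plated overnight at 1500 cells/well, then exposed to library compounds with dopamine controls for 90 minutes at 37 degrees C. DiscoveRx reagent added for 30–60 minutes at room temperature; luminescence read, quantitative HTS format.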
Abeta yeast res: restores growth of yeast expressing A-beta42 peptide. actives 0.063% (n = 410,000). yeast expressing A-beta42, growth rescue, OD600, 48 h; response scale: 0% DMSO, 100% iron-clioquinol control. Potency, µM (highest dose often 46.1 µM), for the others: top-dose growth rescue, actives largely listed as activators; further: potency means the concentration at half of the fitted maximal effect; nearly all actives have a fitted effect of over 55% in size
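Yeast growth medium received pinned compounds, then yeast cells expressing toxic A-beta were added; plates incubated at 30 C for 48 hr. Growth read as absorbance at 600 nm, normalized to DMSO and equimolar FeCl3 plus clioquinol controls.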
aSyn yeast inh: rescues yeast growth from alpha-synuclein toxicity. AID 652106. Potency, µM (series often up to 46.1 µM), for inactives: at the highest dose growth rescue (activation), actives largely listed as activators. Yeast expressing alpha-synuclein, growth rescue, BacTiter-Glo, 24 h. actives 0.14% (n = 370,000); further: potency means the concentration at half of the fitted maximal effect; % of control where 0% means no effect; nearly all actives have a fitted effect of over 65% in size
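Galactose-induced alpha-syn yeast (OD600=0.02, raffinose-pregrown) + pinned cpd, 24 hr, 30 deg C; growth by BacTiter-Glo luminescence. Growth restoration scores as activation.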
Numbers without * were called inactive; u = inconclusive; x = not tested or not shown. Unless noted, the call rests on the fitted dose curve; in most records, active means well fitted curve in the direction sought with a large enough effect; inconclusive means small, poorly fitted or top-dose-only effect, or another doubt; inactive means no such curve, though single readings can be large; an effect the other way counts as inactive or inconclusive. Some of the compounds tested; count on the stated rates, not on these rows.

SMILES | D3 ag | FUS suppressor | EPAC2 agonist | EPAC2 antagonist | TDP43 rescue | D3 antag | Abeta yeast res | aSyn yeast inh
CCN(CC)S(=O)(=O)c1ccc(Nc2cc(C)nc3ncnn23)cc1 | 0 | 9% | 4% | 10% | -20% | -21 | 8% | 1%
COc1ccc(C(=O)Nc2ccc(NC(=O)c3cc(OC)c(OC)c(OC)c3)cn2)cc1 | 8 | 14% | 7% | -2% | -1% | 18 | 11% | 0%
Cn1cccc1-c1nc2ccccc2n1Cc1ccccc1 | -1 | 16% | 18% | -2% | 19% | -54* | -8% | -1%
CCN(CC)C(=S)SCC(=O)Nc1cccc(C(F)(F)F)c1 | 0 | 11% | 1% | -10% | 13µM* | -16 | 15% | 11%
NC(=O)c1c(NC(=O)c2ccccc2)sc2c1CCCC2 | 8 | -6% | 12% | 7% | 12% | 4 | 3% | -1%
Nc1ccc(-c2nc3ncccc3o2)c(O)c1 | -5 | -28% | 18% | 10% | 19% | -18 | u | u
O=C(NCCSc1c[nH]c2ccccc12)C1CC1 | 4 | -10% | 4% | 6% | 0% | 48 | 12% | 6%
O=C1CN(C(=O)COc2ccc(Cl)cc2)C(c2ccc(F)cc2)c2cc(Cl)ccc2N1 (stereo unspecified) | 6 | 28% | x | x | u | x | 32% | x
Oc1cccc(/C=N/Nc2ccc(Cl)nn2)c1O | 2 | -18% | 9% | -1% | -11% | -1 | -29% | 3%
O=c1[nH]c(SCc2ccc(Cl)cc2)nc2c1CCC2 | 2 | -3% | -4% | 9% | 5% | 54 | 6% | 3%
CSCCC(NC(=O)COc1ccccc1)C(=O)N1CCN(c2ccccc2O)CC1 (stereo unspecified) | 4 | 20% | -4% | 8% | 21% | 2 | 22% | -2%
Cc1occc1-c1nnc(SCc2nc3ccccc3c(=O)n2CC#N)n1C | 1 | u | -2% | 0% | 23% | 20 | 21% | 1%
CC1=C(C(=O)N(C(C)C)C(C)C)CC(CC(=O)NCCCN(C)C)C(=O)N1Cc1ccc(C(C)(C)C)cc1 (stereo unspecified) | -12 | 19% | -14% | 1% | 0% | 0 | -5% | -5%
CCN(CC(=O)NC(=O)NCc1ccco1)Cc1ccccc1 | 6 | 27% | 2% | 3% | -24% | -26 | 5% | -4%
N=c1oc2cc(O)ccc2cc1C(=O)Nc1ccc(Br)cc1 | 0 | 16% | 12% | -1% | u | -11 | -31% | -12%
CSc1ccc(CN(C)CC(=O)Nc2ccc(C)cc2Br)cc1 | -35 | 37% | 13% | -9% | u | -56* | -11% | -4%
COc1ccc(CNC(=O)c2ccc(NC(=O)C3CCCO3)cc2)cc1 (stereo unspecified) | 0 | 13% | 4% | -2% | 6% | -1 | 14% | 1%
O=C(CN1CCN(S(=O)(=O)c2ccccc2)CC1)N1CCCCC1 | -6 | x | 6% | 7% | 9% | 3 | -13% | -1%
CC(C)Oc1ccc(C(=O)N2CCN(CCc3ccccn3)CC2)cc1 | -15 | -1% | x | x | 18% | x | -11% | x
Cc1cc(F)ccc1NCc1ccccc1-c1nnc(-c2ccccc2Cl)o1 | 4 | 11% | x | x | 10% | x | 6% | x
CCSc1nc(COC(=O)NC)c(COC(=O)NC)n1C | -13 | x | 7% | 15% | -6% | 28 | -2% | 0%
CC(NC(=O)CCc1nc2cc(S(=O)(=O)N3CCOCC3)ccc2n1C)c1ccc(S(N)(=O)=O)cc1 (stereo unspecified) | 7 | x | -6% | 3% | -6% | 27 | 5% | 5%
COc1ccc(C2OC(=O)CC2C(=O)NCc2ccccc2Cl)cc1OC (stereo unspecified) | 7 | 17% | 9% | 9% | -6% | 5 | 5% | -20%
CC(=O)NC(c1cccc(F)c1)c1nc(-c2cccc(C(C)C)c2)cs1 (stereo unspecified) | -5 | u | 22% | u | 25µM* | 12 | 25% | u
COCCN(Cc1cc2cc3c(cc2nc1Cl)OCO3)C(=O)c1cccc(C)c1 | 6 | 19% | 10% | -14% | 6% | 7 | -7% | 12%
Next structures
SMILES | D3 ag | FUS suppressor | EPAC2 agonist | EPAC2 antagonist | TDP43 rescue | D3 antag | Abeta yeast res | aSyn yeast inh
Cc1ccc2cc(C)c3nnc(SCC(=O)Nc4nc5c(s4)CCCC5)n3c2c1C | -12 | u | 12% | -7% | 2% | -12 | 24% | 3%
O=C(O)CCc1ccc(-c2cccs2)n1NC(=O)c1ccc(Cl)cc1 | -13 | 14% | 1% | 14% | -13% | -28 | -2% | 3%
COc1ccc(C(=O)NNC(=O)CNC(=O)C2CCCCC2)cc1 | -4 | -15% | 3% | 2% | 29% | 8 | -6% | -9%
CCOC(=O)c1ccoc1CSCc1ccc(C(=O)OC)o1 | 1 | 3% | 1% | 0% | 24% | -25 | -24% | 0%
COc1ccccc1CNc1ncnc2c1nnn2C | 3 | -7% | x | x | u | x | -4% | x
CCc1ccc(-c2cc(C(=O)NN3CCOCC3)c3ccccc3n2)s1 | -3 | 23% | 9% | -8% | 19% | -12 | -2% | 1%
CCOc1cc(S(=O)(=O)NCCc2cccc(C)c2)c(OCC)cc1-n1cnnn1 | 0 | 36% | 4% | -3% | -19% | -10 | -5% | -2%
CC(C)N1CCC(NC(=O)NC2CCCCC2)CC1 | 3 | 5% | 3% | -7% | -5% | 3 | -11% | -1%
COc1ccc(CCNC(=O)COc2ccc(C)nc2[N+](=O)[O-])cc1OC | 2 | -16% | 11% | 4% | -8% | -19 | -20% | -6%
COc1cc(OC)cc(-n2nnnc2SCC(=O)NCCc2ccc(OC)c(OC)c2)c1 | -7 | 8% | 11% | 1% | 30% | -4 | 9% | -1%
COc1ccc([N+](=O)[O-])cc1NC(=O)C(C)OC(=O)C1CCC1 (stereo unspecified) | -3 | -2% | 0% | -6% | 13% | -12 | 8% | 1%
Cc1nc(=O)c(-c2ccccc2)c(C)n1-c1ccc(C(=O)O)cc1 | 0 | 13% | 0% | 9% | -3% | 8 | 6% | 7%
CCOc1ccccc1-n1c(SCC(N)=O)nnc1-c1ccco1 | -4 | 31% | 0% | -10% | -16% | -11 | 0% | -3%
CC1=C(c2ccc(C)c(C)c2)S(=O)(=O)N=C1N1CCN(c2cccc(C)c2)C(C)C1 (stereo unspecified) | -21 | -13% | x | x | 8% | x | -10% | x
O=C(COC(=O)c1ccc(F)c(S(=O)(=O)N2CCOCC2)c1)NCc1ccco1 | 2 | 20% | 5% | 16% | -26% | 20 | -15% | 1%
O=C(Nc1cccc(C(=O)N2CCCCC2)c1)c1ccccc1 | 0 | -32% | 2% | 1% | 7% | 1 | 4% | 1%
CS(=O)(=O)C1=NN2C(=N)/C(=C\c3ccc(OC(=O)c4ccco4)cc3)C(=O)N=C2S1 | -11 | -11% | 3% | -2% | 13% | -14 | 6% | -13%
COC(=O)c1cc2ccsc2n1Cc1nc(-c2ccc(OC)cc2)oc1C | -2 | 28% | 10% | 8% | -6% | -23 | -5% | 4%
CCc1nc2c(OCc3ccccc3)cccn2c1N(C)C(=O)c1ccc2c(c1)OCO2 | 1 | 3% | 8% | -30% | 19% | 5 | -13% | 3%
COc1ccccc1C1NC(=O)c2ccccc2O1 (stereo unspecified) | -7 | 22% | 24% | -5% | 25% | -11 | 18% | 0%
COc1cc(NC(=O)CN2C(=O)c3ccccc3S2(=O)=O)c(OC)cc1Cl | 1 | 3% | -10% | -3% | -8% | -6 | -11% | 2%
CC(C)NC(=O)C1(C)CSCC(=O)N1Cc1cccs1 (stereo unspecified) | 0 | -18% | 7% | 1% | 12% | 7 | -4% | -2%
Cc1c(C2OC(=O)C3(CCCCC3)C(=O)C2(C)C)c(=O)n(-c2ccccc2)n1C (stereo unspecified) | 7 | -3% | 0% | 6% | 13% | 13 | -8% | -3%
CC(/C=N\N1CCN(c2ccc(Cl)cc2)CC1)=C\c1ccccc1 | 6 | -19% | -3% | -23% | -11% | -5 | 7% | 1%
COC(=O)c1cc(-c2ccc(S(=O)(=O)N3CCCC3)cc2)c(C(F)(F)F)s1 | -2 | 37% | 2% | -15% | 2% | 3 | -7% | 1%
COc1ccccc1OCC(=O)NNC(=O)CCCC(=O)NNC(=O)COc1ccccc1OC | 0 | 10% | 0% | 16% | 6% | 0 | -11% | 3%
COc1ccc(-c2cc(C(=O)N(C)CC(=O)Nc3cccc(F)c3)c3ccccc3n2)cc1OC | 4 | u | 18% | 10% | 11% | 46 | 3% | 1%
O=S1(=O)N=C(c2ccccc2)C=C(c2ccccc2)N1 | 8 | -15% | 7% | 4% | 3% | 0 | -2% | 4%
